GluA2 TARP mod = modulators of GluA2-stargazin AMPA receptor complexes, primary screen, cell-based, membrane potential dye. AID 1259245, 2017. HEK293 GluA2+stargazin, membrane potential dye (FDSS), glutamate EC50; hits were called plate by plate, in both directions. Voltage-dependent calcium channel gamma-2 subunit (Mus musculus) + Glutamate receptor 2 …. calls only at 30 µM. actives 3.5% (n = 40,000);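 active means any of four per-well response measures lying three or more SD from its plate-wide compound average, in either direction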
Target sequence (O88602 whole entry, looked up): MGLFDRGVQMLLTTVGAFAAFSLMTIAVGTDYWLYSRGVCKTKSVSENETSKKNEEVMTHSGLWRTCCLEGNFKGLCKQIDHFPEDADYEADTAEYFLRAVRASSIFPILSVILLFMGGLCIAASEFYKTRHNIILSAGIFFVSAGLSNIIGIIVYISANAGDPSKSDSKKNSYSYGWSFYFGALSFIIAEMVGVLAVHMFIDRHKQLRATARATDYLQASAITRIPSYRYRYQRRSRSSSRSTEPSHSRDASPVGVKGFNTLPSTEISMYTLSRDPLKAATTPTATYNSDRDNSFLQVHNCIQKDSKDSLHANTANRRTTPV
Target sequence (P19491 whole entry, looked up): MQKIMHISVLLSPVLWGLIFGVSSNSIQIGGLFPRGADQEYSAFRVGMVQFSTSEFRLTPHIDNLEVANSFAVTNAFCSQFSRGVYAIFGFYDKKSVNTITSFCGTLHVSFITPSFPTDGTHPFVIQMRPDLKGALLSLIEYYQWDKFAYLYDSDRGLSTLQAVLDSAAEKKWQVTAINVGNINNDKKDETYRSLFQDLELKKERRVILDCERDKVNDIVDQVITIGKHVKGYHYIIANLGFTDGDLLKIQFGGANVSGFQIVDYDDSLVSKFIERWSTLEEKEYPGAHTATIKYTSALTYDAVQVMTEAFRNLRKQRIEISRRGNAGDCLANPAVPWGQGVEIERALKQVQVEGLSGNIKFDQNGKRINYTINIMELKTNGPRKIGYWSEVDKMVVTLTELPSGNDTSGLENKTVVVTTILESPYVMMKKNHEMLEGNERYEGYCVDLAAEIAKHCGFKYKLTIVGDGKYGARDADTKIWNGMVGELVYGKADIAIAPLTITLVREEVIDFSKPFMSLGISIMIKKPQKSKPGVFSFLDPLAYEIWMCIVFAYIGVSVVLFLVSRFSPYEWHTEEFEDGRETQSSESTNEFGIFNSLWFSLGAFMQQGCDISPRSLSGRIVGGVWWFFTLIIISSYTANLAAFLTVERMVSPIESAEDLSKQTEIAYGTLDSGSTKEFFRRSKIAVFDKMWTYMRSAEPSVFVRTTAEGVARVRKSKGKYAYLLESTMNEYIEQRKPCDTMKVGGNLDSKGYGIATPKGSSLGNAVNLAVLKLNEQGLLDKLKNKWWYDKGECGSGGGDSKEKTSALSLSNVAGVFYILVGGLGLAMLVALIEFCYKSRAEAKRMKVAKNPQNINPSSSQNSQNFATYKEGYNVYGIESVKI
GluA2 TARP mod agonism max-min = also measured in GluA2 TARP mod; calls as there; compound max-min signal; compound-alone response (agonism);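 unitless range of fluorescence divided by baseline over first 100 seconds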
GluA2 TARP mod glutamate slope = recorded beside GluA2 TARP mod, whose call it bears; glutamate slope, % of max; measured here: glutamate response slope, % max;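 scaled per plate between vehicle wells and maximal 1 mM glutamate control wells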
Numbers without * were called inactive; i = inactive; + = active, no number. The list is partial, so the mix of outcomes need not match the whole.

nr	GluA2 TARP mod	GluA2 TARP mod agonism max-min	GluA2 TARP mod glutamate slope	Molecule
1	i	0.13	59	COc1ccc(OC)c(NC(=O)N2CCN(c3cc(OC)nc(OC)n3)CC2)c1
2	i	0.061	65	CCC(C(=O)N1CCN(c2ncnc3c2nnn3Cc2ccccc2)CC1)c1ccccc1 (configuration not stated)
3	i	0.034	28	O=C(c1cc(-c2ccc(F)cc2)n[nH]1)N1CCN(c2ccc(-c3ccccn3)nn2)CC1
4	i	0.15	66	COc1ccc(S(=O)(=O)CCC(=O)Nc2cccc(Br)c2)cc1
5	i	0.1	93	O=C(NCC1COC2(CCCCC2)O1)c1ccc([N+](=O)[O-])cc1 (configuration not stated)
6	i	0.081	74	COc1ccc(/C=C/C(=O)Nc2c(C)cc(C)cc2C)c(OC)c1
7	i	0.064	57	CN(C1CCCC1)S(=O)(=O)c1ccc(C(=O)Nc2nc3ccc(S(C)(=O)=O)cc3s2)cc1
8	i	0.068	52	Cc1cc(F)ccc1S(=O)(=O)Nc1ccc2c(c1)N(C(=O)c1cccs1)CC2
9	i	0.047	48	CN(C)S(=O)(=O)c1ccc(C(=O)Nc2nnc(Cc3cccs3)o2)cc1
10	i	0.12	49	Cc1cc(=O)[nH]c(-n2nc(C)c(CCC(=O)N3CCOCC3)c2C)n1
11	i	0.071	60	O=C(NCc1ccc(Cl)cc1)NCC1(O)CCCC1
12	i	0.16	54	COc1cc(S(=O)(=O)Nc2ccc3cn[nH]c3c2)ccc1Br
13	i	0.14	49	CNC(=O)Cn1nnn(-c2ccc(NC(=O)C3CCN(S(C)(=O)=O)CC3)cc2)c1=O
14	i	0.1	68	O=C(NCCN1CCOCC1)C(=O)Nc1ccc(N2CCCCS2(=O)=O)cc1
15	+	0.045*	84*	C=CCn1c(SCC(=O)NCc2ccco2)nc2scc(-c3ccccc3Cl)c2c1=O
16	i	0.073	53	Cc1ccc(-n2nnc(C(=O)N3CCOCC3)c2-c2ccco2)cc1
17	i	0.052	53	CCSC1=NCCN1C(=O)c1ccc(S(=O)(=O)N(C)C)cc1
18	i	0.13	60	Cc1c(Cl)cccc1NC(=O)C1CCN(c2ccc(-c3cccnc3)nn2)CC1
19	i	0.033	37	Cc1cc(C)n(-c2nc3c(c(=O)n(CC(N)=O)c(=O)n3C)n2CCC(C)C)n1
20	i	0.083	83	S=c1nc(NCCc2ccc(Cl)cc2)c2ccccc2[nH]1

Looked up one by one from above, five records:
nr	GluA2 TARP mod	GluA2 TARP mod agonism max-min	GluA2 TARP mod glutamate slope	Molecule
4	i	0.15	66	COc1ccc(S(=O)(=O)CCC(=O)Nc2cccc(Br)c2)cc1
9	i	0.047	48	CN(C)S(=O)(=O)c1ccc(C(=O)Nc2nnc(Cc3cccs3)o2)cc1
19	i	0.033	37	Cc1cc(C)n(-c2nc3c(c(=O)n(CC(N)=O)c(=O)n3C)n2CCC(C)C)n1
3	i	0.034	28	O=C(c1cc(-c2ccc(F)cc2)n[nH]1)N1CCN(c2ccc(-c3ccccn3)nn2)CC1
6	i	0.081	74	COc1ccc(/C=C/C(=O)Nc2c(C)cc(C)cc2C)c(OC)c1

(listing goes on)
nr	GluA2 TARP mod	GluA2 TARP mod agonism max-min	GluA2 TARP mod glutamate slope	Molecule
21	i	0.11	48	O=C(Cc1csc(Nc2ccccc2)n1)NCc1ccc(F)cc1
22	i	0.065	70	CC(C)NC(=O)c1nsc(C(=O)NC2CCCCC2)c1N
23	i	0.058	39	Cc1ccc(Cl)cc1Nc1nc2c(c(=O)n(C)c(=O)n2C)n1CC(=O)O
24	i	0.1	65	O=C(Nc1ccc(N2CCCCS2(=O)=O)cc1)c1ccccc1Br
25	i	0.1	47	O=C(CCCSc1ccc(NC(=O)C2CC2)nn1)NCc1ccccc1
26	i	0.12	47	O=C1C2CNC3(C(=O)Nc4ccccc43)C2C(=O)N1CCc1ccccc1 (configuration not stated)
27	i	0.051	32	Cc1ccc(S(=O)(=O)N2CCN(c3ccc(-c4cccs4)nn3)CC2)cc1
28	i	0.12	66	CC(=O)c1cc2cc(Br)cc(Br)c2oc1=O
29	i	0.031	25	CC(C)(C)n1ncc2c(=O)n(NC(=O)c3c(F)cccc3F)cnc21
30	i	0.13	59	COc1cc(OC)cc(-c2noc(Cn3ccn4nc(-c5cccs5)cc4c3=O)n2)c1
31	i	0.055	41	Cc1ccc(C(=O)Nc2ccc(S(N)(=O)=O)cc2)cc1Br
32	i	0.063	45	Cc1cc(C)c(C(=O)NCC2CCN(S(C)(=O)=O)CC2)c(C)c1
33	i	0.041	71	CC(=O)Cn1c(=O)c2c(nc3n(-c4ccc(F)cc4)c(-c4ccccc4)cn23)n(C)c1=O
34	i	0.092	43	COc1ccc(CCNC(=O)Cn2cnc(-c3ccccc3)cc2=O)cc1
35	i	0.075	60	CC(C)c1cc(=O)n(CC(=O)N2CCN(Cc3ccccc3)CC2)cn1
36	i	0.18	53	O=C(Nc1cccc([N+](=O)[O-])c1)c1ccc(=O)n(Cc2ccccc2Cl)c1
37	i	0.047	60	CCCS(=O)(=O)N1CCCC(C(=O)NCCCN2CCN(C)CC2)C1 (configuration not stated)
38	i	0.051	45	COc1ccc(OCC(O)CN2CCN(c3ccccc3)CC2)cc1 (configuration not stated)
39	i	0.064	6	CCOc1ccc(S(=O)(=O)N(CC)c2cccc(C)c2)cc1
40	i	0.1	42	COc1ccccc1-n1ccn(Cc2nc(-c3ccc(Cl)cc3)no2)c(=O)c1=O

Arranged by molar mass (smallest number first): four of the compounds above
nr	GluA2 TARP mod	GluA2 TARP mod agonism max-min	GluA2 TARP mod glutamate slope	Molecule
21	i	0.11	48	O=C(Cc1csc(Nc2ccccc2)n1)NCc1ccc(F)cc1
28	i	0.12	66	CC(=O)c1cc2cc(Br)cc(Br)c2oc1=O
25	i	0.1	47	O=C(CCCSc1ccc(NC(=O)C2CC2)nn1)NCc1ccccc1
40	i	0.1	42	COc1ccccc1-n1ccn(Cc2nc(-c3ccc(Cl)cc3)no2)c(=O)c1=O

(list continues)
nr	GluA2 TARP mod	GluA2 TARP mod agonism max-min	GluA2 TARP mod glutamate slope	Molecule
41	i	0.082	1	CCCN1CCCc2cc(CCNC(=O)C(=O)Nc3ccc(CC)cc3)ccc21
42	i	0.072	50	CCOc1ccc(N2C(=O)N(c3ccccc3OC)C3CS(=O)(=O)CC32)cc1 (configuration not stated)
43	i	0.17	53	COc1ccccc1-c1cnn2c(NCC3CCCO3)cc(C)nc12 (configuration not stated)
44	i	0.097	67	COc1ccc(SCCC(=O)Nc2nc(-c3ccccc3)cs2)cc1
45	i	0.08	57	Cc1nn(C2CCS(=O)(=O)C2)c2nc(-c3cccs3)cc(C(=O)NC3CCCCC3C)c12 (configuration not stated)
46	i	0.12	63	O=C(NCc1ccc(Cl)cc1)NCC1CCN(c2ncccn2)CC1
47	i	0.081	47	CCSc1nnc(-c2cn(C)nc2OC)n1C
48	i	0.11	83	CCCOc1ccccc1C1NC(=O)NC(C)=C1C(=O)OC1CCCC(C)C1 (configuration not stated)
49	i	0.093	70	CCOc1ccccc1N(C(=O)C(F)(F)F)C1C=CS(=O)(=O)C1 (configuration not stated)
50	i	0.1	65	COc1ccc(S(=O)(=O)Nc2nc(CCC(=O)NCc3ccco3)cs2)cc1
51	i	0.06	55	O=C(NC12CC3CC(CC(C3)C1)C2)c1ccccc1Cl
52	i	0.055	67	CCn1ccnc1N1CCN(C(=O)COc2ccc(Cl)cc2Cl)CC1
53	i	0.08	65	CCOc1ccccc1NC(=O)C(=O)NCCC(c1ccccc1)c1ccccc1
54	i	0.064	59	Cc1ccc(-c2ccc(=O)n(CCCNC(=O)c3ccc(F)cc3F)n2)cc1
55	i	0.045	66	Cc1cc(C(=O)NCC(c2ccc(F)cc2)N2CCOCC2)ccc1[N+](=O)[O-] (configuration not stated)
56	i	0.15	61	O=C(C(=O)N1CCN(Cc2ccccc2)CC1)c1c[nH]c2ccccc12
57	i	0.075	56	COc1ccccc1NC(=O)N1CCN(c2cc(-n3ccnc3)nc(C)n2)CC1
58	i	0.096	64	Cc1ccnc(C(=O)N2CCN(c3cc(-n4nc(C)cc4C)ncn3)CC2)n1
59	i	0.11	65	COC(=O)N1CCC(CNC(=O)c2cccc3ccccc23)CC1
60	i	0.041	33	CCN1CCN(CC(O)COc2cccc3ccccc23)CC1 (configuration not stated)

Quoted from the listing.
GluA2 TARP mod agonism max-min result of #52 → 0.055
GluA2 TARP mod glutamate slope result of #59 → 65
GluA2 TARP mod glutamate slope result of #14 → 68
GluA2 TARP mod agonism max-min result of #40 → 0.1

More results:
nr	GluA2 TARP mod	GluA2 TARP mod agonism max-min	GluA2 TARP mod glutamate slope	Molecule
61	i	0.15	64	O=C(Cn1c2c(c(=O)n(C3CCCCC3)c1=O)CCC2)Nc1nccs1
62	i	0.052	46	Cc1cc(O)c(C(c2ccc([N+](=O)[O-])cc2)c2c(O)cc(C)[nH]c2=O)c(=O)[nH]1
63	i	0.11	44	Cc1cc(C)c(C)c(CN2C(=O)CC(C)Nc3ccccc32)c1C (configuration not stated)
64	i	0.11	41	CSCCC(C)(O)CNC(=O)c1ccsc1 (configuration not stated)
65	i	0.069	46	O=C(CN1N=NC2C(=O)N(c3ccc(Br)cc3)C(=O)C21)Nc1ccc(Cl)cc1Cl (configuration not stated)
66	i	0.097	63	Cc1ccc(S(=O)(=O)N(C)CC(O)CNC(C)C)cc1 (configuration not stated)
67	i	0.14	46	C=CCOc1cccc(C2/C(=C(\O)c3ccc(F)cc3)C(=O)C(=O)N2CCCN(C)C)c1 (configuration not stated)
68	i	0.13	58	Cc1c(Cl)cccc1NC(=O)Cc1csc(Nc2ccc(S(C)(=O)=O)cc2)n1
69	i	0.061	73	CC1CN(CC(O)COC2CC3CCC2(C)C3(C)C)CC(C)O1 (configuration not stated)
70	i	0.036	15	CCOc1ccc(C(=O)N2CCN(c3nccn3-c3ccc(C)cc3)CC2)cc1OCC
71	i	0.11	101	COc1ccccc1-c1ccc(=O)n(CC(=O)Nc2cccc3nsnc23)n1
72	i	0.09	54	COC(=O)C1=C(CS(=O)(=O)c2ccc(Cl)cc2)NC(=O)NC1c1ccc(O)cc1 (configuration not stated)
73	i	0.066	38	O=c1cc(C(F)(F)C(F)F)oc2ccc(Cl)cc12
74	i	0.12	60	CN1CCc2c(sc(NC(=O)c3ccc(Cl)s3)c2-c2nc3ccccc3s2)C1
75	i	0.048	50	COc1cn(CC(=O)NCc2ccccc2Cl)c(CSc2nnc(C)s2)cc1=O
76	i	0.064	53	O=C(Cn1cc(-c2nnc(-c3ccccc3)o2)c2ccccc21)N1CCOCC1
77	i	0.12	63	COc1ccc(S(=O)(=O)CCCC(=O)Nc2nnc(-c3ccc4c(c3)OCCO4)o2)cc1
78	i	0.079	49	O=C(NCc1ccsc1)c1c(F)cccc1F
79	i	0.27	58	O=C(NCCNc1ccc(Nc2ccncc2)nn1)c1cccc2ccccc12
80	i	0.097	66	Cc1c(C(=O)NCc2ccco2)c(C(F)(F)F)nn1Cc1ccc(F)cc1

Additional results
nr	GluA2 TARP mod	GluA2 TARP mod agonism max-min	GluA2 TARP mod glutamate slope	Molecule
81	i	0.094	67	COc1cccc(N2CC(C)Cn3c2nc2c3c(=O)n(CC(N)=O)c(=O)n2C)c1 (configuration not stated)
82	i	0.07	51	Cn1c(-c2ccccn2)nn(CCNS(=O)(=O)c2ccc(F)cc2F)c1=O
83	i	0.085	53	Cc1nc(-c2cccs2)c(CCC(=O)N2CCN(c3cccc(C)c3C)CC2)s1
84	i	0.12	56	CCc1ccc(NC(=O)C(=O)Nc2ccc([N+](=O)[O-])cc2)cc1
85	i	0.061	38	CC(=O)OCC1OC(Oc2ccc(C(C)=O)cc2)C(OC(C)=O)C(OC(C)=O)C1OC(C)=O (configuration not stated)
86	i	0.12	60	O=C(Nc1ccc(CC(=O)N2CCOCC2)cc1)Nc1ccccc1Cl
87	i	0.11	50	COc1cccc(C(=O)Nc2ccc(N3CCCC3=O)cc2)c1OC
88	i	0.052	64	COc1ccc(-c2ccc(=O)n(Cc3cccc(C(F)(F)F)c3)n2)cc1OC
89	i	0.1	52	Cc1nc2sc(C(c3ccc(F)cc3)N3CCC(Cc4ccccc4)CC3)c(O)n2n1 (configuration not stated)
90	i	0.074	49	CS(=O)(=O)c1cccc(S(=O)(=O)N2CCC(Cc3ccccc3)CC2)c1
91	i	0.12	65	COC(=O)C1=C(CS(=O)(=O)c2cccs2)NC(=O)NC1c1ccc(O)c(OC)c1 (configuration not stated)
92	i	0.19	73	Cc1ccc([N+](=O)[O-])cc1NC(=O)C(=O)NCCCN1CCOCC1
93	i	0.055	38	COc1ccc(S(=O)(=O)Nc2ccc(OC)c(N3CCCCC3=O)c2)c(OC)c1
94	i	0.18	41	Cc1cc(=O)n2c3ccccc3n(CC3CO3)c2c1C#N (configuration not stated)
95	i	0.11	59	CC(C)(C)c1ccc(NC(=O)NCc2n[nH]c(=O)c3ccccc23)cc1
96	i	0.074	74	O=C(c1cc(=O)c2ccccc2o1)N1CCc2ccccc2C1
97	i	0.11	60	COc1ccc2ncc3c(-c4ccccc4)c(C(=O)NCCN4CCOCC4)sc3c2c1
98	i	0.079	52	COc1ccc(S(=O)(=O)CCCC(=O)Nc2nc(-c3ccc4c(c3)OCO4)cs2)cc1
99	i	0.051	54	CCNC(=O)C1Cc2ccccc2N1C(=O)c1ccc(S(=O)(=O)N2CCCC2)cc1 (configuration not stated)
100	+	0.19*	46*	Cn1c(=O)c2cc(C(=O)NCCCN3CCOCC3)sc2n(C)c1=O

Single records, from the list above:
CCNC(=O)C1Cc2ccccc2N1C(=O)c1ccc(S(=O)(=O)N2CCCC2)cc1 (configuration not stated) is listed as GluA2 TARP mod: i; GluA2 TARP mod agonism max-min: 0.051; GluA2 TARP mod glutamate slope: 54
CCN1CCN(CC(O)COc2cccc3ccccc23)CC1 (configuration not stated) is listed as GluA2 TARP mod: i; GluA2 TARP mod agonism max-min: 0.041; GluA2 TARP mod glutamate slope: 33

High-throughput results deposited in PubChem by Vanderbilt High Throughput Screening Facility.
